GC-B act = GC-B (human) receptor activation | P20594 | HEK293-GC-B cells, CNP EC30, cGMP TR-FRET; 0% at EC30 CNP, 100% saturating CNP | activation, % at 10 µM | 0.11% of 370,000 active;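 active = activation at 10 µM reaching about 35% in either raw or pattern-adjusted values, limit read from the data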
PRMT1 inh = blocks human protein arginine methyltransferase 1; 1.3% of 370,000 active; AID 652257; recombinant PRMT1, activity-based probe fluorescence polarization; Q99873; inhibition, % at 2.79 µM;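 active = inhibition above about 21% made by adding two undisclosed values, limit read from the data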
TDP2 absorb = TDP2 (human) inhibition, absorbance primary screen. O95551. recombinant TDP2, T5PNP hydrolysis, p-nitrophenol absorbance 415 nm. inhibition, % at 12.8 µM. 0.34% of 370,000 active. AID 720702;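 active = inhibition above the mean of all tested compounds plus 3 SD, set per campaign, cut at about 25% in these data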;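 also: 0% = DMSO with enzyme and 100% = buffer with substrate but no TDP2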
Target sequence (O95551 whole entry, looked up): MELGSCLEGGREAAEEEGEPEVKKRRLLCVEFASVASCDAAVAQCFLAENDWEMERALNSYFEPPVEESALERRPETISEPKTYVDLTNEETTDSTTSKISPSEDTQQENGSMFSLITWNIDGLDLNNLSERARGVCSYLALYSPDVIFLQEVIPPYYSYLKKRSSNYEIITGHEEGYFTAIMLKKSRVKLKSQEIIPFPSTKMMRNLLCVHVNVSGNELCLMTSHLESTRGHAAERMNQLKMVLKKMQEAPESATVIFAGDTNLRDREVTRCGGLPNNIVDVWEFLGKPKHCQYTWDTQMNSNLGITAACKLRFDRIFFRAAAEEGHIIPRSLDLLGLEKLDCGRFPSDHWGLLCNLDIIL
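Assay system: recombinant human TDP2 / Reagent: T5PNP substrate at 5 mM, a TopII-DNA adduct mimic / Measured by: epi absorbance from released p-nitrophenol / Evaluation: % inhibition relative to enzyme-containing and enzyme-free wells / Control set: enzyme-free and DMSO wells / Replicates: each compound tested once, singlicate / Schedule: enzyme reaction with compound for 2 h at 37 °C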
TCR-CD3 inh = inhibitors of human TCR-CD3 interaction. TAMRA-labeled TCR probe fluorescence, biochemical. 0.37% of 360,000 active. inhibition, % at 9.4 µM. AID 651800; in the data active = inhibition above about 19%;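 also: recombinant mutant TCR 2C K166C tagged with TAMRA read by polarization; 0% = receptor in buffer alone and 100% = receptor with positive control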
SIAE primary = inhibitors of human sialic acid acetylesterase SIAE. Q9HAT2. 0.69% of 370,000 active. inhibition, % at 9.66 µM. SIAE FP-Rh probe binding, fluorescence polarization;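 active = inhibition above a cutoff: mean of compounds within the control limits plus 3 SD of those, cut at about 17% in these data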;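 also: 0% = plate median of compound wells and 100% = probe without SIAE protein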
ABHD4 inh = ABHD4 (mouse) inhibition, primary FP screen; inhibition, % at 8.92 µM; purified mABHD4, FP-Rh probe fluorescence polarization; Q8VD66; 0.54% of 370,000 active; AID 720543;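 active = inhibition exceeding the mean over every tested compound plus 3 SD, cut at about 30% in these data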;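 also: 0% = plate median of compound wells and 100% = S159A mutant with DMSO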
Target sequence (Q8VD66 whole entry, looked up): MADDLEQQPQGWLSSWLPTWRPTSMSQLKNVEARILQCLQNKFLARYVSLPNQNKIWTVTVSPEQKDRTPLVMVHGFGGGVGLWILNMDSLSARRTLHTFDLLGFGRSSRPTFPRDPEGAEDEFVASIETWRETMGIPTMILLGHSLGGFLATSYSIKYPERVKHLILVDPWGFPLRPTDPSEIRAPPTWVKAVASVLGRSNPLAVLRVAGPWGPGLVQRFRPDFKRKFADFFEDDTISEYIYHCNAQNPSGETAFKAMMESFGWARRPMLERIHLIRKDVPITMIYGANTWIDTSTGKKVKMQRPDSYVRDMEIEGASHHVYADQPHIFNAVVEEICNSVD
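Test system: mABHD4 protein | Buffer or medium: HEPES pH 7.0 buffer, 150 mM NaCl, 0.01% Pluronic F-127 | Probe or stimulus: FP-Rh fluorescent activity-based probe, added after compound pre-incubation | Timing: Pre-incubation 45 min, probe exposure 60 min, at 25 °C | Technique: Fluorescence polarization, excitation 525 nm, emission 598 nm, BODIPY TMR filters | Repeats: Single well per compound (singlicate)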
HTRA1 inhibitor = HTRA1 (human) protease inhibition | Q92743 | recombinant HTRA1, FP-rhodamine activity-based probe, fluorescence polarization | AID 504803 | 0.5% of 340,000 active | inhibition, % at 5.96 µM; in the data active = inhibition above about 36%;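 also: 0% = enzyme with DMSO and 100% = wells lacking enzyme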
rCAG binder = binds r(CAG) RNA repeats; r(CAG) RNA repeat, TO-PRO-1 dye displacement fluorescence; AID 651821; inhibition, % at 3 µM; 1.3% of 370,000 active;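 active = inhibition above the plate cutoff, the mean of all test compounds on that plate plus 3 SD, cut at about 35% in these data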;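 also: 0% = DMSO alone and 100% = 100 µM mitoxantrone as full dye displacement; higher means more dye released from RNA so lower well fluorescence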
LEDGF integ inh = blocks HIV-1 LEDGF/p75-dependent DNA integration; 0.64% of 370,000 active; TR-FRET IN-LEDGF/p75 DNA integration, Eu/Cy5; inhibition, % at 3.7 µM; AID 743269;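 active = inhibition above the screen-wide mean plus 3 SD, cut at about 13% in these data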;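 also: signal is the Cy5 over europium emission ratio at 671 and 618 nm; 0% = plate median of compound wells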
MBD2 inh = MBD2-methylated oligo binding inhibition; TR-FRET, MBD2 binding to methylated oligonucleotide; Q9UBB5; inhibition, % at 4.4 µM; 0.31% of 370,000 active; in the data active = inhibition above about 13%
Target sequence (Q9UBB5 whole entry, looked up): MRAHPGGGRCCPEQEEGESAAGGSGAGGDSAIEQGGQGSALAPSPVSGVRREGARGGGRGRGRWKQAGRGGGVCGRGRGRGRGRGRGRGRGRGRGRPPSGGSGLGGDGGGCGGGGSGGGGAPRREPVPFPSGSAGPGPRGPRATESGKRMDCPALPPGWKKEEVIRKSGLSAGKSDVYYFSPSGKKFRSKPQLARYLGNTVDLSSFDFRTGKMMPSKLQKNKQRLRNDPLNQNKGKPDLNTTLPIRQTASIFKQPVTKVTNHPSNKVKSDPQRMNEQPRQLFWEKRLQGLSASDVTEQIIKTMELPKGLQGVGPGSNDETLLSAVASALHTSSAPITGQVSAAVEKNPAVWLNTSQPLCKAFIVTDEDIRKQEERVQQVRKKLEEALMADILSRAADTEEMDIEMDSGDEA
* marks the source's active call; other numbers are inactive results; . = no result given; & = joins results of further samples. These rows are one share of the data. The share of hits here may be higher or lower than overall.

SMILES	GC-B act	PRMT1 inh	TDP2 absorb	TCR-CD3 inh	SIAE primary	ABHD4 inh	HTRA1 inhibitor	rCAG binder	LEDGF integ inh	MBD2 inh
COCCN(C(=O)CCC(=O)Nc1nccs1)C(C(=O)NCCC(C)C)c1ccc(OC)cc1 (centres undefined)	-3	-2	-3	1	9	3	1	-9	2	-6
CCN1CCN(c2ccc(S(=O)(=O)N3CCOCC3)cc2NC(=O)c2ccccc2OC(F)F)CC1	4	2	-6	-8	1	4	0	-4	-6	-4
Cc1ccc2cc(CN(C(=O)c3cccs3)c3ccccc3)c(=O)[nH]c2c1	8	0	10	5	-7	3	-4	0	0	0
Cc1sc(NC(=O)c2ccccc2)c(C(c2ccc(Cl)cc2)N2CCN(CCO)CC2)c1C (centres undefined)	-30	1	-7	-1	3	3	-23	7	1	4
Cc1ccc(-c2noc(C3CCN(S(C)(=O)=O)CC3)n2)o1	2	0	-7	5	-2	4	-1	-1	0	4
Cc1ccc(-c2[nH]nc(N)c2N=Nc2ccccc2C)cc1	-4	1	-1	-2	12	17	-2	32	4	-5
CCOc1ccc(S(=O)(=O)N2CCN(C(=O)c3ccccc3Cc3ccccc3)CC2)cc1	-7	-5	1	-3	-4	-4	3	0	4	-5
Cc1ccccc1NC(=O)CC(O)(C(F)(F)F)C(F)(F)F	4	6	-11	-1	-4	-14	-1	2	-3	3
O=c1cc(-c2ccccc2)nc2cc(-c3ccco3)[nH]n12	1	30*	-8	1	8	15	2	22	12	-4
CCc1ccc(-n2ccc(=O)c(C(=O)O)n2)cc1	2	-2	10	8	1	-2	1	2	3	0
CC1CCN(C(=O)c2[nH]cnc2C(=O)N[C@@H](CCCCNC(=O)OC(C)(C)C)C(=O)OC(C)(C)C)CC1	-2	-2	-2	4	22*	-1	-12	-9	0	-4
O=c1c2ccccc2nc2c3ccccc3c(NCc3ccccn3)nn12	-1	0	-7	3	-8	2	-35	3	-6	0
CC1CC(C)CN(C(=O)C(Cc2ccccc2)n2cccc2)C1 (centres undefined)	-2	-3	-8	0	0	-5	-11	-5	4	2
COc1ccccc1OCC(=O)OCC(=O)NC1CCCCC1	0	-1	-8	0	7	0	4	1	-1	-1
O=C(NCc1cccnc1)C(=O)Nc1nc(C23CC4CC(CC(C4)C2)C3)cs1	3	1	1	-8	-2	-19	-4	1	-2	6
CC(C)CN(C(=O)CSc1nc(-c2ccccc2)cn1N)c1c(N)n(Cc2ccccc2)c(=O)[nH]c1=O	2	26*	4	2	10	2	-8	4	0	0
CC(C)c1ccc(S(=O)(=O)c2cnc(=S)[nH]c2N)cc1	4	15	10	-8	2	0	3	6	-3	-1
COc1cc(OC)cc(-c2oc3cccnc3c2C#CCCO)c1	-27	6	4	-3	-14	-10	-27	3	1	21*
NC(=S)Nc1ccc(C(F)(F)F)cc1Cl	0	-2	-2	4	6	0	13	1	-1	2
CCc1c(C)nc2ncnn2c1N1CCCC(C(=O)NCCc2ccc(OC)cc2)C1 (centres undefined)	5	-3	-6	11	4	4	-2	3	0	-2
COc1ccc(S(=O)(=O)N(CC(=O)N2CCCCCC2)c2ccccc2OC)cc1	-5	1	-4	2	1	0	3	-3	-2	2
Clc1ccc2nc(CSc3ccccc3)cn2c1	-1	3	5	5	-4	0	-1	-2	3	-1
CC(C)c1ccc(OCC(O)CN2CCN(c3ccccc3)CC2)cc1 (centres undefined)	3&0	-2&1	-4&-1	0&-3	1&1	-3&2	-4&-3	0&-2	1&-3	5&-1
Cc1ccc(C=C2C(=O)c3ccccc3C2=O)o1	-9	12	10	-14	-18	10	2	14	8	-2
Cc1ccc2nc(C)c3c(c2c1)COC3	2	1	2	-3	-1	-1	4	1	2	6
CCC(NC(=O)Cn1c(-c2ccccc2)cc(C(C)=O)c1C)c1ccccc1 (centres undefined)	-12	0	0	.	-1	-12	.	3	0	3
COCC(=O)Nc1cc(C(=O)Nc2ccccc2)ccc1Cl	0	3	-9	0	-11	-1	.	-2	0	1
CCCCn1nnnc1C1(C)CCC(=O)N1CCc1ccccc1F (centres undefined)	1	3	6	-2	-3	1	.	0	-6	3
Cc1ccccc1-c1nnn(CC(=O)Nc2cccc(S(N)(=O)=O)c2)n1	4	4	-9	2	5	-2	-3	5	-8	0
CSCCC(NC(=O)c1ccccc1Cl)C(=O)NNC(=O)c1ccccc1O (centres undefined)	1	-1	-14	29*	5	6	17	4	-7	-3
O=[N+]([O-])c1ccc(NCCc2ccccc2)c(Br)c1	2	0	-12	3	-4	-7	-21	2	-4	-5
Cc1ccc(NC(=O)CCc2nnc3ccc(NCc4ccco4)nn23)cc1	-8	7	2	0	5	-4	7	9	2	3
S=C(NCc1cccs1)Nc1cc(Cl)cc(Cl)c1	-2	7	2	2	-43	-50	-29	9	-1	2
NS(=O)(=O)c1ccc(N2N=C(c3ccccc3)CC2c2ccccc2Cl)cc1 (centres undefined)	-6	6	1	-7	-2	-43	-30	13	0	1
CN(C)CCN(Cc1ccccc1)C(=O)C1CCN(c2ncnc3c2nc2n3CCCCC2)CC1	3	-2	-2	1	0	-1	3	-11	0	4
COc1ccccc1-c1nnc(SCC(=O)c2c(N)n(C3CC3)c(=O)[nH]c2=O)o1	-5	4	13	0	-10	3	12	1	-1	1
Cc1cccc(C)c1Nc1nnc(SCc2cn3cccc(C)c3n2)s1	-5	3	1	-5	-3	3	4	-8	1	1
O=C(CCCn1nnnc1CN1CCOCC1)N1CCN(c2ccccc2F)CC1	2	1	0	-7	-5	6	-3	-7	-3	3
COc1ccc(C(=O)NCc2ccccc2)cc1Br	-2	-1	12	5	1	-6	-7	-4	3	-4
Cn1nc(-c2ccccc2)c(-c2nc(-c3ccc(Cl)cc3)no2)c1Cl	-9	-2	6	6	2	5	3	-2	1	1
OC1C(O)C(O)C(O)C(O)C1O (centres undefined)	2&4&2	-5&-2&3	-8&-6&2	10&-1&-5	-5&-3&-3	-5&-2&4	-2&6&-2	3&3&0	3&1&-4	3&4&-4
CCc1nc2c(OCc3ccc(OC(F)F)cc3)cccn2c1N(C)C(=O)c1cccs1	3	-4	2	-2	6	-5	.	3	0	-5
Cc1ccc(C(=O)N2CCc3ccccc32)cc1C	5	2	9	-3	2	0	-13	-2	-1	-5
Cc1cc(C(=O)Nc2cccc3ccccc23)c(C)o1	3	1	1	4	13	1	0	9	5	-7
CN(C)/C=C/C(=O)c1ccc(Oc2ccccc2)cc1	-2	-2	-3	6	-1	-8	-54	10	-1	6
CCc1ccccc1N1CN(Cc2cccnc2)CNC1=S	2	0	-6	7	-3	-1	6	0	-3	0
O=C(Nc1c(Cl)c(C2CC2)nn1-c1ccccc1)C(Cl)(Cl)Cl	2	-2	-2	4	-6	-1	.	2	-4	0
COc1cccc(/C=C2\SC(=S)N(CCC(=O)N3CCCCC3)C2=O)c1	-9	-2	12	6	6	-6	1	-1	0	1
Cc1cc(C(C)(C)C)ccc1OCCOCCN1CCCC1	1	1	-3	8	-5	15	0	-4	-1	6
CC(OC(=O)CC1CCCCC1)C(=O)Nc1ccc(S(N)(=O)=O)cc1 (centres undefined)	2	3	8	-9	0	3	-2	1	-6	-1
CC(C)CC1NC(=O)c2ccccc2-n2c1nc1ccc(Cl)cc1c2=O (centres undefined)	-1	1	-7	-6	1	4	.	4	1	-1
CCN(CC(=O)Nc1c(F)cccc1F)C(=O)Cc1c(C)nc2ccccc2c1C	1	4	8	3	2	0	4	1	1	1
CCOc1ccc(-n2cc(C(=O)NC(C)C)c3cc(OC)c(OC)cc3c2=O)cc1	2	-3	10	-2	5	0	17	-6	-2	0
Cc1ccccc1C(=O)OCC(=O)N1CC(=O)Nc2ccccc21	1	0	-2	7	-3	3	-3	2	5	0
COc1ccccc1C(=O)O/N=C(\N)c1ccccc1Cl	-5	2	-2	2	-1	5	-2	-3	0	0
CSc1nc(N(C)NC(=O)c2ccccc2)c2ccccc2n1	-2	0	2	0	-6	-2	-4	1	-1	0
c1ccc(Cn2ccc3ccc(-c4ccc5ccn(Cc6ccc(-c7ccccc7)cc6)c5c4)cc32)cc1	-5	7	9	.	-7	8	.	16	-1	2
C[C@H]1C=C(C(=O)NC2CC2)O[C@@H](OCc2ccc(CO)cc2)C1	2	2	2	0	1	5	-2	-4	0	-4
C=CCn1c(=NC(=O)c2ccc(S(=O)(=O)N3CCCC3)cc2)sc2cc(NC(C)=O)ccc21	2	0	-1	-1	-41	-10	-17	1	0	2
CCN(C(=O)CSc1nnnn1-c1ccccc1OC)C1CCS(=O)(=O)C1 (centres undefined)	3	0	5	6	-5	3	-2	-2	-2	0

Rewritten with bars between the fields: entries from further up.
Molecule | GC-B act | PRMT1 inh | TDP2 absorb | TCR-CD3 inh | SIAE primary | ABHD4 inh | HTRA1 inhibitor | rCAG binder | LEDGF integ inh | MBD2 inh
CC(C)CC1NC(=O)c2ccccc2-n2c1nc1ccc(Cl)cc1c2=O (centres undefined) | -1 | 1 | -7 | -6 | 1 | 4 | . | 4 | 1 | -1
Cc1ccc(C=C2C(=O)c3ccccc3C2=O)o1 | -9 | 12 | 10 | -14 | -18 | 10 | 2 | 14 | 8 | -2

Further structures:
SMILES	GC-B act	PRMT1 inh	TDP2 absorb	TCR-CD3 inh	SIAE primary	ABHD4 inh	HTRA1 inhibitor	rCAG binder	LEDGF integ inh	MBD2 inh
CN(CCCN1CCOCC1)C(=O)c1cc(COc2ccc(F)cc2F)on1	4	29*	-9	9	1	4	2	-1	-2	-1
CCOc1ccc(S(=O)(=O)NCCC(=O)NCC(c2ccccc2OC)N2CCCC2)cc1 (centres undefined)	-2	-8	-9	11	2	-10	-2	-3	-1	0
O=C(Nc1ccc(S(=O)(=O)N2CCCC2)cc1)c1cnccn1	2	-1	-5	6	0	2	5	-2	-1	0
CCOC(=O)CN(C)S(=O)(=O)c1ccc(-c2cc(C(=O)OC)sc2C(F)(F)F)cc1	-2	9	-4	-11	-7	-4	.	-6	0	0
COC(=O)[C@@]12C[C@@H](CC(=O)NCc3ccc(C)o3)C(=O)N(CCc3ccc(OC)c(OC)c3)C1=CCC(C)(C)C2	-1	10	-12	-1	3	-7	.	4	-1	0
C[C@@H](C(=O)NC1CCCCC1)N1C(=O)N2CCc3c([nH]c4ccccc34)[C@@]2(C)C1=O	-7	-2	-2	11	4	-1	-4	-3	0	-2
Cc1ccnc(NS(=O)(=O)c2ccc(NC(=O)c3ccc(S(=O)(=O)N(C)C)cc3)cc2)n1	-4	1	-4	1	-2	8	0	12	-1	-3
CCNC(=O)[C@H]1O[C@@H](n2cnc3c(N)nc(NCCc4ccc(CCC(=O)O)cc4)nc32)[C@H](O)[C@@H]1O	-7	-3	-8	6	-1	2	5	5	3	-1
CCOC(=O)c1sc(NC(=O)c2ccncc2)nc1C	4	3	-7	3	-3	-9	4	2	3	5
O=C(c1cc(COc2c(F)cccc2F)on1)N1CCCCCC1	3	-4	-8	7	-1	1	0	-8	2	-4
CCCCc1c(O)nc2sc3cc(OC)ccc3n2c1=O	0	1	-1	-4	5	4	10	3	-2	1
COc1cc(OC)c(C(=O)N2CCCC2)cc1OC	1	3	-3	3	-6	5	7	-4	-5	-1

Screens from PubChem BioAssay.
